# DT40 TDP1 CPT = qHTS for Inhibitors of human tyrosyl-DNA phosphodiesterase 1 (TDP1): qHTS in cells in presence of CPT; chicken DT40 Tdp1-/-;hTDP1 cells + 20 nM CPT, ATP luminescence, 48 h; Potency, µM (titrated, usually from 46.2 µM), without a hit: top-dose activity change, negative = growth inhibition, hits mostly inhibitors; 420,000 tested, 12% active; AID 686979, 2013; further: nearly all actives have a fitted effect of over 55% in size
#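 Chicken DT40 Tdp1-/- cells complemented with human TDP1, 400 cells/well, exposed to compounds plus 20 nM camptothecin for at least 48 h at 37 C; viability read as ATP content by CellTiter-Glo luminescence.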
# TDP1 cell noCPT = qHTS for Inhibitors of human tyrosyl-DNA phosphodiesterase 1 (TDP1): qHTS in cells in absence of CPT; Potency, µM (doses to about 46.2 µM), without a hit: at the top dose activity change, negative = growth inhibition, most hits filed as inhibitors; DT40 Tdp1-/- hTDP1 cells, no CPT, ATP luminescence, 48 h; 420,000 tested, 15% active; further: nearly all actives have a fitted effect of over 55% in size
#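 Chicken DT40 Tdp1-/- cells complemented with human TDP1, screened without camptothecin (DMSO vehicle only), 400 cells/well. Compounds pin-transferred, cells incubated at 37 °C for at least 48 hr. Growth read as ATP-dependent luminescence (CellTiter-Glo, 30 min at RT).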
# KAT2A inh = qHTS Assay for Inhibitors of GCN5L2. 390,000 tested, 0.21% active. Potency, µM (top dose mostly 58.9 µM), without a hit: at the highest dose activity change, negative = inhibition, usual class: inhibitors. Histone acetyltransferase KAT2A (Homo sapiens), Q92830. GCN5L2 HAT assay, ThioGlo1 CoA-SH fluorescence
# Target sequence (Q92830 whole entry, looked up): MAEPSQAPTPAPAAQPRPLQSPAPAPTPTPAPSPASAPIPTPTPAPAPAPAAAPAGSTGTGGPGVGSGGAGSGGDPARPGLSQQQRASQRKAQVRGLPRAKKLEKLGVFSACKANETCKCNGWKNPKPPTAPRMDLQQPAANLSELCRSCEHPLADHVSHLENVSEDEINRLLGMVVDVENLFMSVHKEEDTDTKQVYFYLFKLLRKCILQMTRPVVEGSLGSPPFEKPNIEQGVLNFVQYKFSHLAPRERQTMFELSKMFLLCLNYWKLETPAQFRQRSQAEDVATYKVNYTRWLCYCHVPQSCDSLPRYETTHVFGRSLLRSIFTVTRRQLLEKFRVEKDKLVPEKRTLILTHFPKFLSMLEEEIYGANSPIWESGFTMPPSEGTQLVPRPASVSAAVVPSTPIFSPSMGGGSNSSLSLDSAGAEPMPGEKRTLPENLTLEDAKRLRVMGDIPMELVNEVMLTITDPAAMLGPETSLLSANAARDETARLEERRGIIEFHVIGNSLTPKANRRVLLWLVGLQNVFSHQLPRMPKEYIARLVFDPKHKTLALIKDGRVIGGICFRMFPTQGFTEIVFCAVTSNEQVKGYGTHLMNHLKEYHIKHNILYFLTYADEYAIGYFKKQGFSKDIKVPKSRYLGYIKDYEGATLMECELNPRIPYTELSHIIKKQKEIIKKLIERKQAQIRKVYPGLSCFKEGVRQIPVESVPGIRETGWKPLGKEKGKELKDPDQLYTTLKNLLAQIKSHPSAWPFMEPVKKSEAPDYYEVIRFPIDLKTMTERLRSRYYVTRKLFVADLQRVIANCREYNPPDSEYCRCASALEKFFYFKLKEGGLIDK
#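 qHTS, 1536-well. 20nM enzyme, pH 7.5 HEPES/EDTA/Tween-20 buffer; 15 min compound preinc., RT. Start: 75uM H3(1-25), 70uM AcCoA, 50uM ThioGlo1. Read Ex340/Em540 at t=0 (autofluorescence flag) and t=20 min.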
# Numbers without * were called inactive; ? = inconclusive; . = no result given; [ ] = dose if it differs, or a comment. The call rests on the fitted dose curve; in most records, active means well fitted curve in the direction sought with a large enough effect; inconclusive means small, poorly fitted or top-dose-only effect, or another doubt; inactive means no such curve, though single readings can be large; an effect the other way counts as inactive or inconclusive. On the % scale 0 is the no-effect control and ±100 the full control effect; potency means the concentration at half of the fitted maximal effect. No enrichment for hits; overall some 18% were active at least once.
# The opening six compounds (preview)
# Every second line gives: DT40 TDP1 CPT | KAT2A inh | TDP1 cell noCPT
CCOc1ccc(N(CC)S(=O)(=O)N2CCCC(C(=O)Nc3ccc(OC)c(Cl)c3)C2)cc1 (stereo not given)
    16µM* | -5% | 23µM*
Cc1ccc(NC(=O)CSCC(N)=O)cc1C
    -15% | 3% | 1%
CCc1cc2c(cc3c(=O)n(CC(=O)N4CCN(C)CC4)ncn32)s1
    ? | -6% | ?
Cc1ccc(NC(=S)NC(=O)C2CC2)c(C)c1
    -11% | -6% | 0%
CCOC(=O)[C@]12CCCC=C1N(Cc1ccco1)C(=O)[C@H](CC(=O)NCCCN1CCCC1=O)C2
    -3% | . | -20%
N#Cc1ccc(Oc2ccc(C#N)c(C#N)c2)cc1C#N
    6% | . | -13%

# The list itself, previewed entries included:
# Every second line gives: DT40 TDP1 CPT | KAT2A inh | TDP1 cell noCPT
CCOc1ccc(N(CC)S(=O)(=O)N2CCCC(C(=O)Nc3ccc(OC)c(Cl)c3)C2)cc1 (stereo not given)
    16µM* | -5% | 23µM*
Cc1ccc(NC(=O)CSCC(N)=O)cc1C
    -15% | 3% | 1%
CCc1cc2c(cc3c(=O)n(CC(=O)N4CCN(C)CC4)ncn32)s1
    ? | -6% | ?
Cc1ccc(NC(=S)NC(=O)C2CC2)c(C)c1
    -11% | -6% | 0%
CCOC(=O)[C@]12CCCC=C1N(Cc1ccco1)C(=O)[C@H](CC(=O)NCCCN1CCCC1=O)C2
    -3% | . | -20%
N#Cc1ccc(Oc2ccc(C#N)c(C#N)c2)cc1C#N
    6% | . | -13%
C=CCN(CC(=O)NCc1ccc(F)cc1)C(=O)c1csnn1
    5% | 0% | -8%
Cn1cnc(C(=O)N2CCN(c3ccccc3)CC2)c1C(=O)N1CCN(c2ccccc2)CC1
    -30% | -20% | -10%
O=C(NC(=S)N1CCN(C/C=C/c2ccccc2)CC1)c1ccco1
    ? | -2% | 21µM*
OC[C@@H]1CN(Cc2ccc3c(c2)OCO3)C[C@H](n2cnc3c(NC4CCCC4)ncnc32)O1
    ? | . | ?

# Every second line gives: DT40 TDP1 CPT | KAT2A inh | TDP1 cell noCPT
Cc1ccc(-c2nc(N)sc2CC(=O)OCC(=O)NC2CCCC(C)C2C)cc1 (stereo not given)
    -3% | 1% | ?
O=C(C=Cc1ccccc1)c1cc(Br)ccc1O
    ? | . | ?
Cc1cn2c(=O)cc(COC(=O)c3ccccc3F)nc2s1
    0% | -1% | -1%
CC1CCCCN1C(=O)CSc1nnc(-c2ccc(Cl)s2)o1 (stereo not given)
    ? | 0% | 29µM*
S=C(NCCSCc1ccc(Cl)c(Cl)c1)Nc1ccccc1
    -19% | . | ?
Cc1ccc(NC(=O)CSc2nc3ccc(Br)cc3[nH]2)c(C)c1
    ? | 1% | ?
CC1CCCCC1NC(=O)COC(=O)C12CC3CC(CC(Cl)(C3)C1)C2 (stereo not given)
    -3% | -4% | -28%
CCCc1cc(=O)[nH]c(SCc2nc(-c3ccccc3)no2)n1
    -15% | -1% | -28%
C#CCOCCOCCOCCNc1nc(N2CCN(C(=O)CCCCCCCCCCNC(=O)[C@H]([C@@H](C)CC)n3cc(CCCCCN)nn3)CC2)nc(N2CCN(C(=O)CCCCCCCCCCNC(=O)[C@H](CO)n3cc(CCCCCN)nn3)CC2)n1
    ? | -2% | ?
O=C(Cc1cccc(NC(=O)C2CCCN(C(=O)C3CCCCC3)C2)c1)Nc1cccc(C(=O)N2CCCCC2)c1 (stereo not given)
    -5% | . | -16%

# Every second line gives: DT40 TDP1 CPT | KAT2A inh | TDP1 cell noCPT
CN(C)c1nc(N)ncc1-c1ccc(Oc2ccccc2)cc1
    -28% | -2% | -22%
O=C(NCCNCc1ccccc1)c1ccco1
    4% | . | -18%
Cc1cccc(C)c1-n1nnnc1-c1nc2cc3ccccc3cc2[nH]c1=O
    0.52µM* | . | 0.73µM*
NCCNS(=O)(=O)c1cccc2c(Cl)cccc12
    27µM* | -3% | 27µM*
C=CCNC(=O)CC(=O)N/N=C/c1cccs1
    -3% | -5% | -12%
Cc1nc(N2CCOCC2)c2c(C(=O)N3CCN(c4ccc(Cl)cc4)CC3)c(C)oc2n1
    -29% | -27% | -16%
Cn1c(=O)n(CC(=O)Nc2cccnc2)c2ccccc21
    -3% | . | -9%
O=C(CCc1nc2ccccc2[nH]c1=O)N/N=C/c1ccccc1
    -11% | -7% | -22%
O=C(O)c1ccc(N/N=C/C(Br)=C/c2ccccc2)cc1
    5.8µM* | -8% | 7.3µM*
COCc1cc(=O)n2[nH]c(-c3cccs3)cc2n1
    -18% | -5% | -22%

# Every second line gives: DT40 TDP1 CPT | KAT2A inh | TDP1 cell noCPT
CN(C)c1ccc(NC(=O)COC(=O)c2cc(=O)c3ccccc3o2)cc1
    0% | 0% | -6%
CCNC(=O)c1cnc2sc(N3CCC(C)CC3)nn2c1=O
    -23% | -2% | -8%
COc1ccc(NC(=O)CSc2nc3ccccc3nc2N2CCCC2)cc1Cl
    ? | ? | ?
O=C(CSc1nc2cc(Cl)ccc2s1)NC(=O)NCc1ccco1
    -13% | -4% | ?
COC(=O)[C@]1(Cc2ccccc2)N[C@H](c2ccc(-c3ccccc3)cc2)[C@@H]2C(=O)N(C)C(=O)[C@@H]21
    ? | -9% | ?
CSCCOC(=O)C1=C(C)NC(=O)NC1c1ccc2c(c1)OCO2 (stereo not given)
    0% | -15% | 21%
COc1ccc(S(=O)(=O)N2CCCCC2)cc1NC(=O)CNc1ccccc1C(C)=O
    23µM* | 0% | ?
CN(C)c1ccc(/C=N/NC(=O)C2CC2c2ccccc2)cc1 (stereo not given)
    -27% | -3% | -26%
CC(C)(C)Cc1c(-c2ccccc2)nc2ccc(Cl)cn12
    23µM* | . | 23µM*
COc1ccc2c(c1)SCC(=O)N2C
    -2% | -3% | 9%

# Every second line gives: DT40 TDP1 CPT | KAT2A inh | TDP1 cell noCPT
Cc1[nH]c2ccccc2c1C(=O)C(=O)NCc1nnnn1-c1cccc(F)c1
    -21% | . | ?
CCc1ccc(CNC(=O)CSc2cc(=O)n(CC)c3ccccc23)cc1
    21µM* | 1% | 8.2µM*
COc1ccccc1CC(=O)Nc1cc(OC)c(NC(=O)c2ccccc2)cc1OC
    -59% | -20% | 13µM*
O=C1N(Cc2ccccc2Cl)c2ccccc2C1(O)c1c[nH]c2ccccc12 (stereo not given)
    16µM* | -2% | ?
CC1CCCCC1NC(=O)c1ccc(CNc2c(N3CCCC3)c(=O)c2=O)cc1 (stereo not given)
    -27% | -6% | -10%
O=C(NC(c1ccc(F)cc1)c1ccc2ccccc2n1)C1CCN(CCOc2ccc(F)cc2)CC1 (stereo not given)
    8.2µM* | . | 8.2µM*
CC(=O)Nc1cccc(OCc2c(F)cccc2Cl)c1
    5% | -3% | ?
CCc1ccc(S(=O)(=O)O)cc1
    -7% | -4% | -16%
Cc1ccc(/C=C/c2nc3ccccc3n2S(=O)(=O)c2cccc(Cl)c2)cc1
    13µM* | -6% | 10µM*
O=C(C[C@H]1CC[C@H](NC(=O)Nc2ccccc2F)[C@@H](CO)O1)NCc1ccc(-c2ccccc2)cc1
    ? | . | -25%

# Every second line gives: DT40 TDP1 CPT | KAT2A inh | TDP1 cell noCPT
CC(=O)c1ccc(NC(=O)CN(c2c(C)cccc2C)S(C)(=O)=O)cc1
    -1% | -11% | -10%
Cc1ccc(NC(=O)c2ccc(OCC3CCCO3)cc2)cc1Cl (stereo not given)
    ? | . | ?
CC1CCN(C2=NC(=O)/C(=C/c3cn[nH]c3-c3ccccc3)S2)CC1
    -29% | 32%[activator] | 15µM*
CCOCCOc1cccc(C(=O)NC(c2ccccc2)C(C)C)c1 (stereo not given)
    -17% | -8% | 0%
CCN(C(=O)Cn1c([N+](=O)[O-])cnc1C)c1ccccc1
    2% | -6% | 4%
COc1ccc(-n2ccc3ccccc32)cc1
    -15% | -4% | -23%
O=C(c1ccccc1)c1ccc(O)c(O)c1O
    4% | . | ?
Cc1cccc(C)c1N1C(=O)c2ccccc2C1=O
    -22% | -4% | -5%
CCOc1ccc(NC(=O)CC2C(=O)N(c3cccc(OC)c3)C(=O)N2C2CCCCC2)cc1 (stereo not given)
    -29% | 0% | -26%
Cc1ccc(S(=O)(=O)N(CC(=O)N2CCC(C)CC2)c2ccccc2)cc1
    -5% | 4% | ?

# Every second line gives: DT40 TDP1 CPT | KAT2A inh | TDP1 cell noCPT
O=C(O)c1ccc(N=Nc2c(O)[nH]c3ccc(Br)cc23)cc1
    ? | 2% | -8%
CCn1c(SCC(=O)Nc2cccc(NC(=O)c3cccs3)c2)nnc1-c1ccncc1
    ? | 1% | ?
Nc1nc(NCc2ccco2)nc(N2CCN(Cc3ccccc3)CC2)c1[N+](=O)[O-]
    ? | -2% | 18µM*
O=C(NCC1CCCO1)c1ccc(NC(=O)c2cc(F)c(F)cc2Cl)cc1 (stereo not given)
    6% | -6% | -5%
CCCCNC(=O)c1c[nH]c2ccc(S(=O)(=O)N3CCOCC3)cc2c1=O
    -2% | -16% | -14%
O=C(Nc1nc2c(Cl)ccc(Cl)c2s1)c1ccco1
    13% | -2% | -17%
Cc1ccc(-n2c(SCC(=O)NCCC3=CCCCC3)nc3n[nH]c(C)c3c2=N)cc1Cl
    12µM* | 3% | 3.3µM*
CCOC(=O)c1c(NC(=S)Nc2ccc(OCC)cc2)sc2c1CCN(C)C2
    -28% | 2% | -18%
Cc1cccc(C)c1NC(=O)CN1C(=O)C2CC=CCC2C1=O (stereo not given)
    -12% | -3% | ?
CC1(C)Cc2c(sc3ncnc(NNC(=S)NCc4ccccc4)c23)CO1
    ? | -1% | 23µM*

# Every second line gives: DT40 TDP1 CPT | KAT2A inh | TDP1 cell noCPT
CCC(C(=O)Nc1ccc(C(=O)OC)cc1)n1c(=O)c(-c2ccccc2NC(C)=O)nc2ccccc21 (stereo not given)
    15µM* | -6% | 3.3µM*
O=C(NC1CCCCC1)N1CCC(c2nc3ccccc3[nH]2)CC1
    -19% | -1% | -10%
Cc1nc(SCc2cccc(C(=O)O)c2)nc2c1CCCC2
    7% | 4% | -4%
C=CCNC(=S)NNC(=O)c1cccc2ccccc12
    -9% | -3% | -6%
O=C(CSc1nccn1Cc1ccco1)Nc1ccccc1F
    -1% | -2% | -2%
Cc1cc(N/N=C/c2ccncc2)nc2ccccc12
    -26% | 3% | ?
C=CCn1c(C)cc(C(=O)COc2ccc(C)nc2[N+](=O)[O-])c1C
    ? | -1% | 21µM*
CC[C@@]1(C(=O)OC)N[C@H](CN(C)C(=O)NC(C)C)[C@@H]2C(=O)N(C)C(=O)[C@@H]21
    1% | -2% | -2%
CC(=O)NC(c1ccccc1)c1nc(-c2ccccc2C)cs1 (stereo not given)
    -7% | . | -9%
Cc1ccc(Cn2c(N3CCNCC3)nc3c2c(=O)[nH]c(=O)n3C)cc1
    ? | 1% | -5%

# Every second line gives: DT40 TDP1 CPT | KAT2A inh | TDP1 cell noCPT
Cc1ccc(COc2ccc3oc(-c4ccccc4)c(C(=O)O)c3c2)cc1
    7% | -6% | -11%
Cc1ccc(C(=O)Nc2c(C#N)c(C)c(C)n2Cc2ccccc2)cc1
    26µM* | -16% | ?
C#CCOCCOCCOCCNc1nc(N2CCOCC2)nc(N2CCN(C(=O)[C@H](CCCCN)n3cc([C@@H](N)CO)nn3)CC2)n1
    7% | -1% | -8%
CC(=O)Nc1ccc(-c2ccc3nnc(C)n3n2)cc1
    ? | -10% | -1%
Cc1ccccc1-c1nnc(SCC(=O)N(CC(C)C)c2c(N)n(CC(C)C)c(=O)[nH]c2=O)n1C
    -14% | 1% | -15%
O=C1C2C3C=CC(C3)C2C(=O)N1c1ccc(-c2nc3ccccc3c(=O)o2)cc1 (stereo not given)
    -4% | -3% | 15%
O=C(CN1CCOCC1)Nc1ccc(S(=O)(=O)N2CCCCCC2)cc1
    -28% | -4% | -16%
CC(C)[C@H](NC(=O)NCc1ccco1)C(=O)O
    7% | -4% | 0%
Cc1ccc(C(=O)Cn2nc(C(=O)O)c3ccccc3c2=O)cc1C
    -7% | -8% | -1%

# An excerpt of these results, as tab-separated lines:
compound	DT40 TDP1 CPT	KAT2A inh	TDP1 cell noCPT
CC(=O)Nc1ccc(-c2ccc3nnc(C)n3n2)cc1	?	-10%	-1%
C#CCOCCOCCOCCNc1nc(N2CCOCC2)nc(N2CCN(C(=O)[C@H](CCCCN)n3cc([C@@H](N)CO)nn3)CC2)n1	7%	-1%	-8%
Cc1ccc(COc2ccc3oc(-c4ccccc4)c(C(=O)O)c3c2)cc1	7%	-6%	-11%
Cc1ccc(C(=O)Nc2c(C#N)c(C)c(C)n2Cc2ccccc2)cc1	26µM*	-16%	?
O=C1C2C3C=CC(C3)C2C(=O)N1c1ccc(-c2nc3ccccc3c(=O)o2)cc1 (stereo not given)	-4%	-3%	15%
